Source: PubChem
KCNK3 inh: human KCNK3 channel inhibition, primary screen. CHO-KCNK3 thallium flux, FluxOR fluorescence; hits give low values. 340,000 tested, 0.84% active. B-score at 10 µM. AID 602410. O14649;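 active = B-score under library mean minus 4 SD, starting fluorescence ratio at most library mean plus 5 SD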;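 note: more negative B-score means stronger inhibition of thallium flux through KCNK3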
Target sequence (O14649 whole entry, looked up): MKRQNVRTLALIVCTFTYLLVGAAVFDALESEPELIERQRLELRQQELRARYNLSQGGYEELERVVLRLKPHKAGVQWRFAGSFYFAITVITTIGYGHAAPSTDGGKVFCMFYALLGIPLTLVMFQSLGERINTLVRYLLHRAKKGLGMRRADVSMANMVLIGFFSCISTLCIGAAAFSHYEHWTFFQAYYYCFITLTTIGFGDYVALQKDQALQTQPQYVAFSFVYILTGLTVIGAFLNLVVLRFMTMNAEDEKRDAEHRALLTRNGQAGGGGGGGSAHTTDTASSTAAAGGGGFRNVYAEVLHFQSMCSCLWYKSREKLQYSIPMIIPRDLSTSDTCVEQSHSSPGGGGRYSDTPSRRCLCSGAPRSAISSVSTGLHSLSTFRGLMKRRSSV
Dyrk1A ADPGlo: blocks rat Dyrk1A kinase activity. Q63470. ADP-Glo luminescence, NFATc1 peptide. inhibition, % at 12.5 µM. 310,000 tested, 0.43% active. AID 504441; in the data active = inhibition above about 50%;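 note: plate controls were vehicle with enzyme for no effect and no enzyme for full effect; many of its hits are not listed in these tables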
HDAC3 inh: blocks human histone deacetylase 3 | recombinant HDAC3, fluorogenic peptide/trypsin coupled, fluorescence | inhibition, % at 8.3 µM | 320,000 tested, 0.15% active | AID 2718; in the data active = inhibition above about 26%, passing the limit was not always enough
Target sequence (O15379 whole entry, looked up): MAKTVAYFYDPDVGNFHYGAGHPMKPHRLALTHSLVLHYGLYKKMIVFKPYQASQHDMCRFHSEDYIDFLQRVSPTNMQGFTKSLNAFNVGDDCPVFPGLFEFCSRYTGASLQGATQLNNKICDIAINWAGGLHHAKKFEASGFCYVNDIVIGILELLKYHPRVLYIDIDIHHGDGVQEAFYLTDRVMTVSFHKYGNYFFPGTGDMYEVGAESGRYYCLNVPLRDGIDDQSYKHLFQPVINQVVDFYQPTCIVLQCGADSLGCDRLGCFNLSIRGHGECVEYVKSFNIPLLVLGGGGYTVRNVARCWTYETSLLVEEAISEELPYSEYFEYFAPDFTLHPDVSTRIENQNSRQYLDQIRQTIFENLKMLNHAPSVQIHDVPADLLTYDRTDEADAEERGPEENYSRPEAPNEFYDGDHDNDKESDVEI
GSK3 alpha inh: blocks human GSK-3 alpha kinase. P49840. ADP-Glo luminescence, 60 min. inhibition, % at 10 µM. 320,000 tested, 0.1% active;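 in the data active = inhibition above about 50%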;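 note: GST-tagged GSK-3 alpha with peptide substrate and 25 µM ATP; 0% = DMSO neutral wells and 100% = GW8510 positive control wells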
* marks the source's active call; other numbers are inactive results; i = inactive; & = joins results of further samples. Not all compounds are listed; count on the stated rates, not on these rows.

item	molecule	Dyrk1A ADPGlo	GSK3 alpha inh	HDAC3 inh	KCNK3 inh
1	COc1ccc(C(=O)OCC#CCSc2nnc(-c3cccc4ccccc34)o2)cc1	1	2	-5	i
2	COc1cc(-c2noc(C)c2C(=O)NCC[C@@H]2CCCN2C)cc(OC)c1OC	3	2	-5	i
3	CC(C)[C@H](NC(=O)c1ccccc1)C(=O)Nc1cccc(S(=O)(=O)N2CCOCC2)c1	-2	-4	-4	i
4	Cc1cc(NC(=O)CSc2nnc(-c3cccc(F)c3)n2N)no1	-4	15	-4	i
5	COc1ccccc1N1CCN(C(=O)c2cn(Cc3ccccc3)nc2-c2cccnc2)CC1	-2	-1	3	i
6	Fc1ccc2cc(-c3ccsc3)ncc2c1	9	-2	-6	i
7	COc1cc([C@@H]2CC=C(C(=O)O)CN2S(=O)(=O)c2ccc(C)cc2)cc(OC)c1OC	-1	2	-2	i
8	COc1ccc(C(=O)OCC(=O)c2ccc3c(c2)NC(=O)CO3)cc1[N+](=O)[O-]	-2	-2	4	i
9	CN(C(=O)CSc1cccc[n+]1[O-])C1CCCCC1	0	2	0	i
10	Cc1cccc(C(=O)Nc2cc(S(=O)(=O)N3CCOCC3)ccc2N2CCCCC2)c1	0	-1	5	i
11	CC(=O)N1CCN(CC(=O)Nc2cccc(S(=O)(=O)N3CCCCC3)c2)CC1	-4	-1	1	i
12	CCOc1ccccc1NC(=O)C(c1ccccc1)N1CCN(CC(=O)N2CCCC2)CC1 (configuration not stated)	5	-2	-4	i
13	COc1ccc2cc(C=O)n(C)c2c1	36	-4	-9	i
14	Cc1c(NC(=O)COC(=O)/C=C/c2cccc(Br)c2)c(=O)n(-c2ccccc2)n1C	-4	15	-3	i
15	C=CCn1c(SCC(=O)c2ccc(O)c(O)c2)nnc1-c1cccc(OC)c1	1	2	-4	i
16	COc1ccc(S(=O)(=O)Nc2ccc3c(c2)C(=O)N([C@H](C)CO)C[C@H](C)[C@@H](CN(C)C(=O)Nc2ccccc2)O3)cc1	5	-1	0	i
17	COC(=O)[C@H](Cc1ccccc1)NC(=O)Cn1ccc(NC(=O)OCc2ccccc2)nc1=O	-1	1	9	i
18	CCCCN(CCCC)CCC(O)c1cc2c(Cl)cc(Cl)cc2c2cc(C(F)(F)F)ccc12 (configuration not stated)	-2	-3	1	i
19	CCN(Cc1nc2ccccc2c(=O)[nH]1)C(=O)COc1ccccc1-c1ccccc1	0	1	4	i
20	Cc1ccccc1C(=O)NCC(=O)NC1CC1	-5	-3	-3	i
21	CSCCC(NC(=O)c1ccccc1)C(=O)N1CCN(C(=O)c2ccccc2)CC1 (configuration not stated)	-5	-2	-6	i
22	CCN(C(=O)COC(=O)c1cccnc1)c1cccc2ccccc12	-5	-2	4	i
23	CCC1Nc2ncnc(N3CCOCC3)c2N(Cc2ccc(Cl)cc2)C1=O (configuration not stated)	2	1	0	i
24	COc1cccc(C(=O)N(C)Cc2c(C)nn(C3CCS(=O)(=O)C3)c2C)c1 (configuration not stated)	6	-2	2	i
25	COc1cc(C(C)=O)ccc1Oc1ccc(S(=O)(=O)N2CCOCC2)cn1	1	-1	-2	i
26	O=c1oc(C2(O)CCCCC2)cc2ccc(/C=C/c3ccc(F)cc3)cc12	-2	-3	-10	i
27	Cc1c(NC(=O)CN2CC(C)OC(C)C2)c(=O)n(-c2ccccc2)n1C (configuration not stated)	2&-7	-4	9	i
28	CC(=O)Nc1ccc(S(=O)(=O)NCCC(=O)NCCCc2ccccc2)cc1	-3	1	-1	i
29	Cc1cc(C)n(CC(=O)NNC(=O)COc2ccc(Br)cc2F)n1	-7	-4	3	i
30	Nc1nnc(SCC(=O)Nc2nnc(-c3ccccc3)o2)s1	5	-1	2	i

Whole records, quoted from the list.
`CCC1Nc2ncnc(N3CCOCC3)c2N(Cc2ccc(Cl)cc2)C1=O` (configuration not stated) across the screens: Dyrk1A ADPGlo = 2; GSK3 alpha inh = 1; HDAC3 inh = 0; KCNK3 inh = i
`COc1cccc(C(=O)N(C)Cc2c(C)nn(C3CCS(=O)(=O)C3)c2C)c1` (configuration not stated) across the screens: Dyrk1A ADPGlo = 6; GSK3 alpha inh = -2; HDAC3 inh = 2; KCNK3 inh = i

(cont.)
item	molecule	Dyrk1A ADPGlo	GSK3 alpha inh	HDAC3 inh	KCNK3 inh
31	COc1ccc(N2C(=O)CC(c3ccccc3)CC2=O)cc1	-8	-2	-5	i
32	CC(=O)c1cccc(OCC(=O)N(C)CC(=O)NCc2ccco2)c1	7	-1	-1	i
33	N#Cc1ccc(NC(=O)COC(=O)c2ccc(F)c(S(=O)(=O)N3CCOCC3)c2)cc1	11	2	-3	i
34	CC[C@@H]1C/C=C\Cc2ccccc2[C@@H](C(=O)C[C@@H](O)CC(C)=O)OC1=O	-1	-2	1	i
35	CC1CCCC(NC(=O)CN2CCN(S(=O)(=O)c3cccs3)CC2)C1C (configuration not stated)	-3	0	9	i
36	COC(=O)[C@]1(C)N[C@H](CN(C)C(=O)Nc2ccc(OC)cc2)[C@@H]2C(=O)N(C)C(=O)[C@@H]21	0	0	4	i
37	CC(=O)Nc1ccc(S(=O)(=O)NCCC(=O)N2CCC(Cc3ccccc3)CC2)cc1	8	-2	-4	i
38	COc1ccc(C2=Nn3c(nnc3-c3ccccc3Cl)SC2)cc1OC1CCCC1	17	-3	8	i
39	COC(=O)[C@@H](CC(C)C)N(Cc1ccccc1)S(=O)(=O)N(Cc1ccccc1)[C@@H](CC(C)C)C(=O)OC	14	5	0	i
40	COc1cc(OC)cc(-c2cc3cc4c(cc3cn2)OCO4)c1	-1	-2	0	i
41	CCCc1cc(=O)[nH]c(SCC(N)=O)n1	-6	-7	3	i
42	Cn1c(N)c(C(=O)COC(=O)/C=C/c2cccc(F)c2)c(=O)n(C)c1=O	-5	1	6	i
43	O=C(OCCc1cc2ccccc2c(=O)o1)c1ccco1	-2	-24	10	i
44	CC(C(=O)Nc1ccc(C#N)cc1)N(C)CC(=O)N(C)c1c(N)n(Cc2ccccc2)c(=O)[nH]c1=O (configuration not stated)	9	-1	-2	i
45	Cc1ccc(C(=O)Nc2ccc3c(c2)OCCO3)cc1S(=O)(=O)N1CCOCC1	-1	0	-1	i
46	Cc1ccc(NC(=O)CN(C)C(=O)COC(=O)c2ccc(NC(=O)CC#N)cc2)cc1	-6	-5	1	i
47	CCC/C(C#Cc1ccc(N(C)C)cc1)=C1/c2ccccc2C(=O)N1c1ccccc1	6	1	-1	i
48	O=C(COC(=O)c1ccc(O)cc1)NC1CCCCCC1	2	1	-2	i
49	CN(C)CCSc1nc2cc(S(=O)(=O)N3CCCCC3)ccc2o1	3	-2	3	i
50	NS(=O)(=O)c1ccc(CNC(=O)Cn2nc(C(F)F)cc2C(F)F)cc1	-3	2	8	i
51	O=C1C=C(c2ccc3ccccc3c2)C[C@@H](c2ccc(F)cc2)C1	0	0	1	i
52	CN(c1ccc(F)cc1)S(=O)(=O)c1ccc(Cl)c(C(=O)NCc2ccco2)c1	-3	-3	5	i
53	CC1Cc2ccccc2N1S(=O)(=O)c1cccc(C(=O)N2Cc3ccccc3CC2C(N)=O)c1 (configuration not stated)	-4	-2	3	i
54	C[C@@H]1O[C@@H](O[C@@H]2[C@@H](O)[C@H](OCCc3ccc(O)c(O)c3)O[C@H](CO)[C@H]2OC(=O)/C=C/c2ccc(O)c(O)c2)[C@H](O)[C@H](O)[C@H]1O	-3	-2	-3	i
55	COC(=O)C1=C(C)N(Cc2ccccc2)C(=NCc2ccc3c(c2)OCO3)N[C@H]1c1ccccc1	-6	-2	5	i
56	CCN(CC)C(=O)[C@H]1CC(CC(=O)NCCC2=CCCCC2)C(=O)N2CCc3c([nH]c4ccccc34)[C@]12C (some centres not stated)	-1	-2	5	i
57	Cc1ccc(CN2CC(C(=O)NC3CCCC(C)C3C)CC2=O)cc1 (configuration not stated)	11	-4	4	i
58	CC1CCC2(CC1)NC(=O)N(CC(=O)Nc1ccc3c(c1)OCCCO3)C2=O (configuration not stated)	1	-5	3	i
59	Cc1noc(C)c1S(=O)(=O)N(C)C[C@H]1Oc2ccc(NC(=O)C3CCCCC3)cc2C(=O)N([C@H](C)CO)C[C@@H]1C	8	-2	0	i
60	CN(C)C(=O)/C(C#N)=C\c1cc(Br)c(Sc2ccc(Cl)cc2)o1	0	-1	6	i

Single entries from the entries so far.
Reading for `COc1ccc(N2C(=O)CC(c3ccccc3)CC2=O)cc1` in HDAC3 inh: -5
Reading for `COC(=O)[C@]1(C)N[C@H](CN(C)C(=O)Nc2ccc(OC)cc2)[C@@H]2C(=O)N(C)C(=O)[C@@H]21` in HDAC3 inh: 4
Reading for `Cc1ccc(NC(=O)CN(C)C(=O)COC(=O)c2ccc(NC(=O)CC#N)cc2)cc1` in HDAC3 inh: 1

(next part)
item	molecule	Dyrk1A ADPGlo	GSK3 alpha inh	HDAC3 inh	KCNK3 inh
61	O=C(COc1ccc(F)cc1Br)NCC1(N2CCCCC2)CCCCC1	8	-4	-4	i
62	Cc1noc(C)c1S(=O)(=O)N(C)C[C@H]1Oc2ccc(NC(=O)Cc3ccccc3)cc2C(=O)N([C@H](C)CO)C[C@@H]1C	3	1	-1	i
63	COc1cc(OC)cc(-c2c(C#Cc3ccsc3)c3cc(-c4cccc5[nH]ccc45)ccc3n2C)c1	4	-1	-5	i
64	CC(=O)c1ccc(OCCCC(=O)Nc2nnc(C3CC3)s2)cc1	1	-2	-6	i
65	Clc1ccc(-c2nc3nc4ccccc4nc3n2Cc2ccco2)cc1	13	-1	-5	i
66	Cc1ccc(N(CCC(=O)N2CCOCC2)S(=O)(=O)c2ccccc2)cc1	-1	0	-3	i
67	COc1ccccc1C(=O)NC(CCSC)C(=O)Nc1ccc(C)c(S(=O)(=O)N2CCOCC2)c1 (configuration not stated)	1	-3	0	i
68	Cc1ccc2c(c1)C(=O)C(=O)N2Cc1ccc(Br)cc1	0	0	2	i
69	CN(C)c1ccc(/C=C2\Oc3ccc(C#Cc4cccc(N)c4)cc3C2=O)cc1	2	-3	-2	i
70	CCCc1cc(=O)[nH]c(SCC(=O)NC(=O)NC2CCCC2)n1	-3	-4	-4	i
71	COc1cc(NC(=O)CSCC(=O)N(C)C2CCCCC2)cc(OC)c1	-4	0	-1	i
72	COc1ccc(-c2ccc3c(c2)S(=O)(=O)c2cccc(C(=O)NCCOc4ccccc4)c2C3=O)cc1OC	10	0	-3	i
73	Cc1cccc(Nc2nnc(SCC(=O)NCC3CCCO3)s2)c1 (configuration not stated)	0	-2	-11	i
74	C[C@H](CO)N1C[C@H](C)[C@@H](CN(C)C(=O)Nc2ccccc2)Oc2c(NC(=O)C3CCCCC3)cccc2C1=O	-3	1	-4	i
75	Cc1noc(C)c1COc1ccc(C(=O)N(C)CCOc2ccccc2)cc1	3	1	1	i
76	COc1cccc(/C=C/C(=O)OCC(=O)c2ccc(C)c(C)c2)c1OC	-5	0	-7	i
77	O=C(CNC(=O)C1CC(=O)N(c2cccc3ccccc23)C1)Nc1ccccc1Br (configuration not stated)	7	1	-7	i
78	N/C(=N\OS(=O)(=O)c1ccc(Cl)cc1)c1cccnc1	-2	-1	-5	i
79	COCCN(C(=O)CCN1C(=O)C2CC=CCC2C1=O)c1c(N)n(CC(C)C)c(=O)[nH]c1=O (configuration not stated)	-1	-2	-7	i
80	CNCc1ccccc1Sc1cc(O)ccc1O	1	0	2	i
81	COc1ccc(N(C)S(=O)(=O)c2cccc(C(=O)Nc3cccc(C(=O)NC4CC4)c3)c2)cc1	-5	0	2	i
82	Cc1oc(-c2ccccc2F)nc1CS(=O)(=O)CC(=O)N1CCc2ccccc21	2	-2	7	i
83	O=C(COc1ccccc1[N+](=O)[O-])NCC1(N2CCCCC2)CCCCC1	6	-4	-5	i
84	C#CCOCCOCCOCCNc1nc(N2CCN(C(=O)C([C@@H](C)O)n3cc([C@@H](N)CCCCN)nn3)CC2)nc(N2CCN(C(=O)[C@H](CCC(=O)O)n3cc([C@@H](N)CCCCN)nn3)CC2)n1 (some centres not stated)	0	1	4	i
85	CC(C)[C@H](NC(=O)c1ccccc1)C(=O)OCC(=O)Nc1ccc(S(=O)(=O)N2CCOCC2)cc1	-1	-5	0	i
86	COc1ccc(C)cc1-n1nnnc1SC(C)C(=O)NC1CCCC1 (configuration not stated)	-3	-1	-2	i
87	Cc1c(Cl)cccc1NC(=O)CNC(=O)C1CC(=O)N(C2CCCC2)C1 (configuration not stated)	-2	2	0	i
88	COC(=O)c1ccc(NC(=O)CCN2C(=O)NC(C)(C)C2=O)cc1	-4	1	-2	i
89	CC1CCCCC12NC(=O)N(CC(=O)OCc1ccccc1F)C2=O (configuration not stated)	9	1	-3	i
90	Cc1ccc2c(C)nc(/N=C(\N)NC(=O)N3c4ccccc4Sc4ccccc43)nc2c1	-1&0	-3	2	i
